# TSG101-PTAP inh – qHTS Assay for Iinhibitors of HIV-1 Budding by Blocking the Interaction of PTAP/TSG101 | Tumor susceptibility gene 101 protein (Homo sapiens), Q99816 | Fluorescence polarization, FITC-PTAP peptide / Tsg101 binding | Potency, µM (series often up to 115 µM), inactives show at the highest dose activity change, negative = inhibition, hits mostly inhibitors | 340,000 tested, under 10 active; active means well fitted inhibition curve with a large enough effect in the main read-out, with a control signal flat, not every such curve was filed as active; inconclusive means small, poorly fitted or top-dose-only effect, or effect the other way, or a change in a side signal; inactive means no such curve, though single readings can be large or run the other way; further: potency means the concentration at half of the fitted maximal effect; % of control where 0% means no effect
#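 Compounds were pin-transferred onto Tsg101 binding domain (10 uM final) in HEPES pH 7.5 buffer, then FITC-PTAP peptide was added at 50 nM final. After 20 min at RT, polarization reported peptide displacement across a qHTS concentration series.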
# USP2a block – qHTS Assay for Inhibitors of Ubiquitin-specific Protease USP2a Using CHOP2 as the Reporter. Ubiquitin carboxyl-terminal hydrolase 2 (Homo sapiens), O75604. USP2 core, Ub-CHOP2 coupled fluorogenic reporter, 485/531. Potency, µM (series often up to 38.3 µM), inactives show at the highest dose activity change, negative = inhibition, actives largely listed as inhibitors. 330,000 compounds, 0.01% hits. AID 463254, 2010;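 further: potency means the concentration at half of the fitted maximal effect; plate controls were DMSO wells for no effect and full inhibition by NEM control for full effect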
# Target sequence (O75604 whole entry, looked up): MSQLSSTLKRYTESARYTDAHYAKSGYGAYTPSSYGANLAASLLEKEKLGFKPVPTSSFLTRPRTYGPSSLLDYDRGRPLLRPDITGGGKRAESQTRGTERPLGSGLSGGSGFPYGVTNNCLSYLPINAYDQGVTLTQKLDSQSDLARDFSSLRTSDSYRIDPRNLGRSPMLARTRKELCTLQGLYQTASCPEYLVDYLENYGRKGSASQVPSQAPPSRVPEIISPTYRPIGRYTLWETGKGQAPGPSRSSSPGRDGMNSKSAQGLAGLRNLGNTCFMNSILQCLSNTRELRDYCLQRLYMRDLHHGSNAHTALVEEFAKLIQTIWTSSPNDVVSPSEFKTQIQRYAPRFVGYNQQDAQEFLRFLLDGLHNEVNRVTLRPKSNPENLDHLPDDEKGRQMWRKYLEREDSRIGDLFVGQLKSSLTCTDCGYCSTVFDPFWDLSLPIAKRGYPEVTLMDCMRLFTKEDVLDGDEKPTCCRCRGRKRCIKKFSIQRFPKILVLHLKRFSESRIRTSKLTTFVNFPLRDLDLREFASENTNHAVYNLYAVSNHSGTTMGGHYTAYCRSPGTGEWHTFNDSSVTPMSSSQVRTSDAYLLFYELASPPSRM
#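 Deubiquitinase activity read as fluorescence (485/531 nm) after Ub-CHOP2 cleavage activates the enterokinase reporter on its substrate; USP2 core 10nM, Ub-CHOP2 and substrate 25nM each, 30min compound preincubation then 60min RT; data normalized to NEM, curves fitted.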
# S-ASM inh – Inhibitors of Secretory Acid Sphingomyelinase (S-ASM): qHTS. Sphingomyelin phosphodiesterase (Homo sapiens), P17405. placental ASM, HMU-PC fluorogenic substrate, 60 min. Potency, µM (titrated, usually from 57.5 µM), for the others: at the top dose activity change, negative = inhibition, usual class: inhibitors. 340,000 compounds, 0.006% hits. AID 504937, 2011; further: potency means the concentration at half of the fitted maximal effect
#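 qHTS format. ASM enzyme prepared from human placenta hydrolyses the fluorogenic substrate HMU-PC0 (9 uM final) over 60 min at 37 °C after a 10 min compound preincubation.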
# p53 reactivation – qHTS assay for re-activators of p53 using a Luc reporter | H1299 p53-A138V BP100-luciferase reporter, luminescence, 24 h | Potency, µM (series often up to 92.2 µM), without a hit: top-dose activity change, positive = activation, usual class: activators | 320,000 compounds, 0.063% hits | AID 504706, 2011; further: potency means the concentration at half of the fitted maximal effect; % of control where 0% means no effect; nearly all actives have a fitted effect of over 45% in size
#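 H1299 (p53-null), stable ts p53-A138V + BP100-Luc; 1000 cells/well, Opti-MEM/10% FBS; cpd 4 pt, 1:5; 24 h, 37 deg C, 5% CO2; detection reagent 10 min RT; luminescence.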
# B2AR arrestin – qHTS assay of beta-arrestin-biased ligands of beta2-adrenergic receptor; Beta-2 adrenergic receptor (Homo sapiens), P07550; beta-arrestin recruitment to beta2AR, cell-based reporter; Potency, µM (highest dose often 46.1 µM), inactives show at the top dose activation, actives largely listed as activators; 330,000 compounds, 0.02% hits;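 further: potency means the concentration at half of the fitted maximal effect; 0% = DMSO controls and full agonism = EC100 isoproterenol or metaproterenol; nearly all actives have a fitted effect of over 65% in size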
# Target sequence (P07550 whole entry, looked up): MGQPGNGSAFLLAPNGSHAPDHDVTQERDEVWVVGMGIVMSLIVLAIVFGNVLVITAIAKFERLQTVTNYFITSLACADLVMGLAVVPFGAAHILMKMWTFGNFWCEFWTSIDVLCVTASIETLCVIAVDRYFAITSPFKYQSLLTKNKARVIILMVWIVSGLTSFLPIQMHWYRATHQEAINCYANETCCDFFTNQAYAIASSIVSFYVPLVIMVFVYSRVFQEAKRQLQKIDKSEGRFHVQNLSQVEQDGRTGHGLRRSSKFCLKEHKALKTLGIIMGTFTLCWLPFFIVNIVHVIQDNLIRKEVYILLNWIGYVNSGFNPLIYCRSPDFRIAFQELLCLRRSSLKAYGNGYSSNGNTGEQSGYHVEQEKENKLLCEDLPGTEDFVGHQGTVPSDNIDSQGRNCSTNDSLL
# uPA generation – qHTS for Inhibitors of Cell Surface uPA Generation; cell surface uPA generation assay, qHTS; Potency, µM (highest dose often 38.3 µM), for inactives: top-dose activity change, negative = inhibition, most hits filed as inhibitors; 330,000 compounds, 0.31% hits; AID 540303, 2011; active means well fitted inhibition curve with a large enough effect; inconclusive means small, poorly fitted or top-dose-only effect; inactive means no such curve, though single readings can be large or run the other way; tested in mouse RAW 264.7 cells; further: potency means the concentration at half of the fitted maximal effect; on the % scale 0 is the no-effect control and ±100 the full control effect; nearly all actives have a fitted effect of over 55% in size
# ELG1 genotox – qHTS screen for small molecules that induce genotoxicity in human embryonic kidney (HEK293T) cells expressing luciferase-tagged ELG1; HEK293T ELG1-luciferase reporter, luminescence, 16 h; Potency, µM (doses to about 46 µM), for inactives: top-dose activity change, positive = activation, actives largely listed as activators; 330,000 compounds, 1.3% hits; AID 504466, 2011; further: potency means the concentration at half of the fitted maximal effect; % of control where 0% means no effect; nearly all actives have a fitted effect of over 60% in size
#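 Quantitative HTS format in 1536-well plates. HEK293T ELG1-luciferase reporter cells receive test compound and are incubated 16 hr at 37 °C, 5% CO2; ONE-Glo added, 30 min room temperature, then luminescence read.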
# a7 integrin act – qHTS for Activators of Integrin-Mediated Alleviation for Muscular Dystrophy; alpha7betagal myoblasts, beta-gal FDG fluorescence, 48 h; Potency, µM (top dose mostly 38.3 µM), inactives show at the top dose activation, actives largely listed as activators; 350,000 compounds, 0.064% hits; AID 624291, 2012;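 further: potency means the concentration at half of the fitted maximal effect; 100% = response of the positive control SU9516; nearly all actives have a fitted effect of over 60% in size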
#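 alpha7betagal+/- myoblasts (passage 13, 250/well) treated 48 h at 37C with compounds at 1:260 dilution of DMSO stock. Lysed, then beta-galactosidase activity read as FDG fluorescence (ex 480/em 540) after 30 min, with pre-read for autofluorescence.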
# BRCA1 expr act – qHTS Assay to Identify Small Molecule Activators of BRCA1 Expression. 380,000 compounds, 1.1% hits. Potency, µM (highest dose often 46.1 µM), for the others: at the highest dose activation, usual class: activators. MCF7-BRCA1-FFLuc reporter, luminescence, 48 h; response scale: scaled: vehicle 0%, 10 µM genistein 100%; further: potency means the concentration at half of the fitted maximal effect; nearly all actives have a fitted effect of over 80% in size; some results filed as inactive show a strong effect at the top dose
#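 Using MCF7 cells harboring a BRCA1 firefly luciferase reporter, plated 2 h before compound pinning, the screen measured luminescence after 48 h incubation. Responses were normalized to DMSO and 10 microM genistein, then fitted for concentration-effect.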
# TRPV1 ag – HTS Assay for Compounds that Act as Agonists of the Vanilloid Receptor 1; AID 540275, 2011; 320,000 compounds, 0.19% hits; activation, % at 8.33 µM; Transient receptor potential cation channel subfamily V member 1 (Homo sapiens), Q8NER1; TRPV1-expressing cells, Fluo-8 calcium influx, agonist mode; in the data active means activation above about 80%; inconclusive means between about 30% and that limit; further: 0% is about no effect
#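 Fluo-8 calcium influx in TRPV1-expressing cells, kinetic read (ex 480/em 520 nm). Compound added and read 3 min for agonist activity, followed by capsaicin at EC20 final and 2 min further read for enhancement.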
# Eya2 phos inh – qHTS Assay for Inhibitors of the Phosphatase Activity of Eya2 | 330,000 compounds, 0.006% hits | Potency, µM (series often up to 76.9 µM), for the others: at the highest dose activity, negative = inhibition, actives largely listed as inhibitors | Protein phosphatase EYA2 (Homo sapiens), O00167 | recombinant Eya2, OMFP fluorescence dephosphorylation (OMFP is methylfluorescein phosphate); further: potency means the concentration at half of the fitted maximal effect; on the % scale 0 is the no-effect control and ±100 the full control effect
#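 Eya2 (0.2 uM) preincubated 10 min at ambient with compound, then OMFP substrate added at 50 uM; 10 min reaction in 50 mM HEPES pH 7.5, 50 mM NaCl, 5 uM MgCl2, 0.05% BSA, 1 mM DTT. Fluorescence read at Ex 485/Em 525 nm.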
# The depositor's hits bear a star; ? = inconclusive; . = not tested or not shown; [ ] = another dose, or the depositor's remark. Unless noted, the call rests on the fitted dose curve; in most records, active means well fitted curve in the direction sought with a large enough effect; inconclusive means small, poorly fitted or top-dose-only effect, or another doubt; inactive means no such curve, though single readings can be large; an effect the other way counts as inactive or inconclusive. Compounds were not picked by outcome, and some 2.6% of all compounds hit somewhere here.
# Values run as follows: TSG101-PTAP inh	USP2a block	S-ASM inh	p53 reactivation	B2AR arrestin	uPA generation	ELG1 genotox	a7 integrin act	BRCA1 expr act	TRPV1 ag	Eya2 phos inh
- CCOCCCNc1c(CC)c(C)c(C#N)c2nc3ccccc3n12
 : -1%	-1%	182%[activator]	.	-0.4%	22%	-3%	25%	-24%	13	0%
- COc1ccc(C(CNC(=O)C(CC(C)C)NS(=O)(=O)c2ccc(C)cc2)N2CCOCC2)cc1 (configuration not stated)
 : -2%	-2%	6%	-9%	-0.1%	0%	1%	8%	12%	-3	20%
- COc1ccc(N2CCN(CC(=O)Nc3nc4c(s3)CC(C)CC4)CC2)cc1 (configuration not stated)
 : 0%	-1%	-10%	-3%	0.2%	6%	-25%	-26%	-26%	20	-6%
- CC1(NS(=O)(=O)c2ccc(Cl)s2)CCS(=O)(=O)C1 (configuration not stated)
 : -3%	0%	3%	6%	-0.6%	0%	0%	26%	11%	.	-13%
- CN(C)CCCN(C(=O)c1ccc(S(=O)(=O)N2CCc3ccccc3C2)cc1)c1nc2ccc(F)cc2s1
 : -8%	1%	-11%	12%	13%	-8%	-9%	-60%[inhibitor]	-77%	1	-5%
- Cc1ccc(-c2csc(SCC(=O)c3c(N)n(C4CC4)c(=O)[nH]c3=O)n2)cc1
 : 1%	3%	6%	5%	-0.9%	2%	-4%	16%	6%	-1	21%
- CC[n+]1c(/C=C(/C)SC)sc2ccccc21
 : -2%	3%	-1%	9%	-0.4%	-2%	-4%	-35%	-19%	3	10%
- C/C(=N\Nc1nc(-c2cc(C)ccc2C)cs1)c1cc2c(ccc3ccccc32)oc1=O
 : 6%	1%	23%	-3%	-0.8%	8%	-7%	28%	-42%	-4	-8%
- COc1ccc(-c2cc(C3CCN(Cc4cccc(C(F)(F)F)c4)CC3)[nH]n2)cc1
 : 1%	-2%	-6%	-1%	0.3%	-7%	2%	-58%[inhibitor]	-89%	3	3%
- CCc1c(C2(O)CCCCC2)[nH]c2ncccc12
 : -2%	0%	0%	-3%	-1.1%	12%	-4%	10µM*	-14%	1	-6%
- Cc1nc2nc(CCc3ccccc3)nn2c(C)c1Cl
 : 2%	0%	-2%	-1%	-1.0%	.	5%	14%	12%	12	6%
- O=[N+]([O-])c1cnc(Sc2ccncn2)s1
 : -5%	-1%	2%	-15%	-0.4%	2.8µM*	-23%	-69%[inhibitor]	-97%[inhibitor]	-1	-7%
- CC(=O)NNC(=O)c1nc(-c2ccccc2)c(C)o1
 : 0%	13%	3%	2%	-0.1%	-8%	2%	?	30%	2	-1%
- O=C(CCc1nc2ccccc2c(=O)[nH]1)NCc1ccccn1
 : -5%	1%	-1%	6%	0.1%	4%	4%	20%	-1%	0	7%
- Cc1cc(C)nc(SCC(=O)N/N=C\C(Br)=C\c2ccccc2)n1
 : 0%	-3%	-9%	4%	0.1%	2%	1%	-56%[inhibitor]	-39%	-6	-3%
- COc1cccc(NC(=O)C2CCCN2C(=O)Nc2ccccc2F)c1 (configuration not stated)
 : -8%	1%	2%	-2%	-0.1%	-2%	13%	13%	9%	1	-1%
- CCOC(=O)C1CCN(C(=O)c2sc3nc(-c4ccc(F)cc4)cn3c2C)CC1
 : -2%	-4%	-7%	-3%	-0.1%	6%	-1%	-21%	-7%	6	-8%
- COCc1nnc(NC(=O)COc2ccc3c(c2)OCO3)s1
 : 1%	1%	3%	12%	0.2%	-2%	12%	13%	5%	1	-8%
- O=C(NCCN1CCOCC1)c1ccc(Cl)cc1O
 : -1%	5%	1%	-2%	-0.2%	1%	2%	-22%	30%	-2	8%
- COc1cccc(/C(O)=C2/C(=O)C(=O)N(CCN(C)C)C2c2ccccn2)c1 (configuration not stated)
 : 1%	3%	0%	?	-0.2%	4%	20%	-6%	4%	0	7%
- NCCCCc1ccc2ccc3cccc4ccc1c2c34
 : -2%	1%	5%	-2%	-0.3%	3%	-1%	-41%	-26%	7	-1%
- CCc1ccccc1-n1c(SCC(=O)NC)nnc1-c1ccco1
 : -1%	0%	1%	.	-0.7%	4%	3%	-10%	-19%	3	0%
- Nc1ncnc(Nc2ccc(F)c(Cl)c2)n1
 : -6%	0%	-1%	14%	0.0%	2%	16%	8%	64%	8	-3%
- COc1cccc(-n2nc(C(C)=O)c(=O)[nH]c2=O)c1
 : -7%	-2%	11%	1%	0.0%	0%	2%	17%	-6%	-4	-3%
- COc1ccc(S(=O)(=O)Nc2ccc(C(F)(F)F)cc2)cc1OC
 : -1%	1%	-10%	-8%	-0.1%	2%	-3%	25%	-1%	2	11%
- C=CCn1c(SCC(=O)N(CCC)C2CCS(=O)(=O)C2)nnc1-c1ccccc1OC (configuration not stated)
 : 1%	1%	9%	6%	-0.1%	-2%	0%	30%	-20%	-2	-2%
- CCc1ccccc1NC(=O)CSc1nc(C)c(C)o1
 : -3%	2%	1%	-1%	-0.9%	1%	2%	15%	-23%	-2	0%
- Cc1ccc(CN2CCN(CC(=O)NC(C)c3ccc4c(c3)OCCO4)C2=O)cc1 (configuration not stated)
 : 0%	2%	0%	1%	-1.0%	13%	1%	-36%	-26%	6	-3%
- CCc1cc2c(=O)n(Cc3ccco3)c(SCC(=O)NC3CCS(=O)(=O)C3)nc2s1 (configuration not stated)
 : -3%	8%	-1%	2%	0.3%	-3%	-1%	-11%	-5%	2	10%
- O=S(=O)(c1c(Cl)sc(Cl)c1Br)N1CCCC1
 : -1%	-1%	-2%	-2%	-0.8%	?	12%	-18%	-3%	-2	-4%

# Next structures:
# Values run as follows: TSG101-PTAP inh	USP2a block	S-ASM inh	p53 reactivation	B2AR arrestin	uPA generation	ELG1 genotox	a7 integrin act	BRCA1 expr act	TRPV1 ag	Eya2 phos inh
- Cc1nn(C(C)C(=O)NCCCc2ccccc2)c(=O)c2nn(-c3ccccc3)c(C)c12 (configuration not stated)
 : -2%	2%	0%	-1%	0.3%	6%	-7%	-16%	0%	0	4%
- CCN([C@H](CO)C(C)C)S(=O)(=O)c1ccccc1Br
 : -3%	1%	2%	-9%	3.0%	-10%	3%	20%	1%	.	8%
- COC(=O)Cc1c(C)nc2nc(NCc3ccc(Cl)cc3)[nH]n2c1=O
 : -6%	-1%	2%	5%	-2.1%	3%	-2%	-6%	5%	-6	4%
- CC(=O)C(C)Sc1nnc(-c2ccccc2F)n1C1CC1 (configuration not stated)
 : -3%	-1%	-4%	3%	-0.2%	1%	-3%	3%	-11%	0	11%
- O=C1CC(c2ccc(Cl)cc2)CC(=O)C1CS(=O)(=O)c1ccccc1 (configuration not stated)
 : -3%	-4%	?	1%	0.2%	7%	-1%	18%	3%	-8	-1%
- CCn1c(SCC(=O)Nc2cc(OC)ccc2OC)nnc1C1CCCCC1
 : 0%	0%	-1%	-4%	0.3%	-7%	1%	-22%	-1%	-4	6%
- COc1ccccc1CNCC(O)(c1ccc(Cl)cc1)c1ccc(Cl)cc1
 : 48%[activator]	-6%	-2%	-3%	-1.1%	.	-8%	-55%[inhibitor]	-35%	1	-22%
- CC(C)[C@H](NC(=O)c1ccco1)C(=O)OCC(=O)c1ccc(Br)s1
 : 0%	3%	2%	2%	-0.7%	2%	1%	-13%	-18%	.	2%
- CCC1(c2ccccc2)C(=O)N=C(N)N(C#N)C1=O (configuration not stated)
 : -6%	.	2%	.	.	15%	.	0%	-1%	.	.
- CCCN1C(=O)COc2ccc(C(=O)c3ccccc3C(=O)O)cc21
 : 0%	1%	-1%	3%	-0.6%	-4%	1%	0%	2%	2	5%
- CCCCOC(=O)C(C)Oc1ccc(=O)n(-c2ccccc2)n1 (configuration not stated)
 : -1%	0%	-2%	0%	0.2%	-5%	-9%	-3%	-13%	11	-8%
- O=C(CCc1ccccc1Cl)Nc1ccc(S(=O)(=O)N2CCOCC2)cc1
 : 0%	-2%	-4%	3%	-0.2%	-4%	-7%	-21%	-30%	2	-8%
